# S3 lipid droplet = qHTS Assay for Lipid Storage Modulators in Drosophila S3 Cells; Drosophila S3 cells, BODIPY lipid droplet fluorescence, 18-24 h; cells fed with added oleic acid; lipid storage change, negative = inhibition, % at the top dose, mostly 46.1 µM; hits show Potency in µM; actives 0.64% (n = 320,000); AID 2685; active = well fitted inhibition curve with a large enough effect in the signal ratio, with a control signal flat, not every such curve was filed as active; inconclusive = small, poorly fitted or top-dose-only effect, or effect the other way, or a change in a side signal; the % refers to the signal ratio
#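 Drosophila S3 cells loaded with oleic acid (400 uM, as added) and compounds at several concentrations; lipid droplets imaged by 488-nm laser-scanning cytometry, 500–530 nm intensity and object ratio to cell channel. Percent activity normalized to 20 uM Triacsin C.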
# S3 lipid droplet cell count max = recorded beside S3 lipid droplet, whose call it bears; cell number change, %; measured here: cell count max response;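 cells counted by Cell Tracker Red CMTPX staining in the red channel; peak over a dose series mostly up to 46.1 µM; percent activity relative to internal control wells on each plate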
# * = called active by the depositor; i = inactive; ? = inconclusive; · = not tested or not shown; [ ] = another dose, or the depositor's remark. % is set by controls: 0 for no effect and ±100 for the full control effect; potency is the fitted concentration of half-maximal effect.
SMILES,S3 lipid droplet,S3 lipid droplet cell count max
CC(=O)c1ccc(S(=O)(=O)N2CCn3cccc3C2C)cc1 (stereo not given),?,·
Cc1cc(=O)oc2cc(OCC(=O)NC3(C#N)CCCCC3)c(Cl)cc12,?,·
CN1CCN(c2nc(-c3cccc([N+](=O)[O-])c3)nc3ccccc23)CC1,i,18
COc1ccc(-c2cc(C(=O)Nc3ccc(S(=O)(=O)Nc4onc(C)c4C)cc3)c3ccccc3n2)cc1,8%,5
CCNC(=O)COC(=O)CNC(=O)c1cc(Cl)cc([N+](=O)[O-])c1,?,·
CC(C)(C)c1csc(CS(=O)(=O)c2ccccn2)n1,i,·
COc1ccc(NC(=O)CSc2ccc3nnc(CCNC(=O)c4ccccc4)n3n2)cc1,?,·
COCCNC(=S)N1CCC(NC(=O)C23CC4CC(CC(C4)C2)C3)CC1,4%,2
COc1ccc(CNCc2cccc3ccccc23)cc1,i,6
CN(C)C(=O)CSc1ccc(S(=O)(=O)N2CCOCC2)cn1,9%,2
CCOc1ccc(CCNC(=O)CS(=O)Cc2nc(-c3ccc(OC)cc3)oc2C)cc1OCC (stereo not given),i,-18
Cc1ccc(O)c(N=Cc2cccs2)c1,i,-29
Cc1cn(CC2COC(C)(C)O2)c(=O)[nH]c1=O (stereo not given),?,·
O=C(c1ccc2c(c1)OCCO2)N1CCN(S(=O)(=O)c2c(F)cccc2F)CC1,?,·
O=C(Nc1ccccc1Cl)Nc1ccnn1C1CCN(C(=O)CCN2CCCO2)CC1,?,·
Cc1cc(C)n2nc(C(=O)OCC(=O)c3ccccc3Cl)nc2n1,?,·
O=P(COCCOCCOCP(=O)(c1ccccc1)c1ccccc1)(c1ccccc1)c1ccccc1,25%,18
O=C(Nc1cccnc1)c1cnn2cccnc12,i,-3
CCN1CCN(c2ccc(Nc3ccnc4ccccc34)cc2)CC1,?,·
Cc1nn(Cc2ccc([N+](=O)[O-])cc2)c(=O)n1-c1cccc(Cl)c1,?,·
COc1ccc(NC(=S)NC2CC3CCC2C3)c(OC)c1 (stereo not given),?,·
CC(C)=C1C2CC2C2C(C(=O)O)C12 (stereo not given),3%,8
CC(CCc1ccco1)NC(=O)Cn1ncc2c(=O)oc3ccccc3c21 (stereo not given),3%,-7
CCN(Cc1ccncc1)Cc1nc(-c2ccc(C(=O)OC)cc2)no1,?,·
CCCN1C(=O)c2cc(C(=O)NCc3cccs3)ccc2C1O (stereo not given),?,·
SMILES,S3 lipid droplet,S3 lipid droplet cell count max
COc1ccc(NS(=O)(=O)c2cc(C(=O)Nc3ccccc3C(=O)O)ccc2C)cc1,?,·
COc1cccc(NC(=O)N2CCCC2C(=O)Nc2cc(C)ccc2OC)c1 (stereo not given),?,·
CCOC(=O)C1CCCN(CCC(=O)Nc2cc(C)ccc2C)C1 (stereo not given),1%,10
CCOC(=O)c1cccc(NC(=O)C2CCCN(S(=O)(=O)c3c(C)n[nH]c3C)C2)c1 (stereo not given),?,·
CC1Cc2ccccc2N1C(=O)CSc1nnc(-c2ccccc2)c(-c2ccccc2)n1 (stereo not given),-10%,-10
CC(C)c1nnc(NC(=O)c2ccc(N3C(=O)CCC3=O)cc2)s1,19%,-6
COc1cccc(C2CC(c3ccccc3Cl)n3nnnc3N2)c1 (stereo not given),i,-16
Cn1c(NC(=O)c2cccnc2)nc2ccccc21,i,·
Cc1ccc(NC(=O)CSc2nnc(C)n2-c2ccccc2)cc1,8%,8
Cn1cnnc1-c1cccc(NS(=O)(=O)c2ccc(N3CCCC3=O)cc2)c1,2%,-4
CCOC(=O)c1ccc(NC(=O)Nc2ncc(Cl)cc2Cl)cc1,?,·
COc1ccc(C(C#N)Nc2ccccc2C)cc1 (stereo not given),3%,-14
O=C(CN(Cc1ccccc1)S(=O)(=O)c1ccc2c(c1)OCCO2)N/N=C/c1cccc(Br)c1,?,·
N#CCCSc1ccccc1NC(=O)c1ccc(S(=O)(=O)N2CCCC2)cc1,?,·
Cc1cccc(Nc2nc(N)c([N+](=O)[O-])c(N3CC(C)OC(C)C3)n2)c1 (stereo not given),?,·
CCc1nc2ccccc2n1CCC(C)C,22%,-13
OCC1(CCOc2ccccc2)CCN(Cc2ccccc2C(F)(F)F)CC1,?,·
COc1ccc(Nc2nc(N)nc(CSC(=S)N3CCOCC3)n2)cc1,-4%,1
C=CCc1cc(C)ccc1OCC(O)CN1CCN(c2ccccc2)CC1 (stereo not given),?,·
CCCSc1nsc(SCCC)c1C(N)=O,?,·
Cc1ccccc1Cn1c(CN2CCN(C(=O)c3ccco3)CC2)nc2c1c(=O)n(C)c(=O)n2C,?,·
CC(CCc1ccccc1)NC(=O)c1cncc(Br)c1 (stereo not given),?,·
COc1cc(Nc2ccccn2)cc(C(=O)Nc2cccc(C(F)(F)F)c2)c1,9%,17
CN(C)CCCNC(=O)c1cc(C(=O)Cc2ccc(Cl)cc2)c[nH]1,5%,-4
OC(CNCc1ccccc1)COCc1ccc(Cl)cc1 (stereo not given),?,·

# Not a retest: entries from further up.
SMILES,S3 lipid droplet,S3 lipid droplet cell count max
CC(=O)c1ccc(S(=O)(=O)N2CCn3cccc3C2C)cc1 (stereo not given),?,·
Cc1cc(=O)oc2cc(OCC(=O)NC3(C#N)CCCCC3)c(Cl)cc12,?,·
CN1CCN(c2nc(-c3cccc([N+](=O)[O-])c3)nc3ccccc23)CC1,i,18
COc1ccc(-c2cc(C(=O)Nc3ccc(S(=O)(=O)Nc4onc(C)c4C)cc3)c3ccccc3n2)cc1,8%,5
CCNC(=O)COC(=O)CNC(=O)c1cc(Cl)cc([N+](=O)[O-])c1,?,·

# Carrying on.
SMILES,S3 lipid droplet,S3 lipid droplet cell count max
Cc1c(CCOC(=O)CC23CC4CC(CC(C)(C4)C2)C3)sc[n+]1Cc1ccc([N+](=O)[O-])cc1,?,·
COc1ccc(-c2cc(C(F)(F)F)nc(SCCC(=O)N3CCCC3)n2)cc1,?,·
Cc1cc(C)n2nc(C(=O)NCCc3ccccc3)nc2n1,?,·
CC(C)(C)c1ccc(C(=O)NCCCNC(=O)c2ccccn2)cc1,?,·
COc1cc(C(=O)NCCC2=CCCCC2)cc(OC)c1OC,?,·
CCOC(=O)NC(Nc1nnc(C)s1)(C(=O)OCC)C(F)(F)F (stereo not given),?,·
CCN(CC)Cc1cc(O)c(CN(CC)CC)cc1O,24%[9.22 µM],-9
COc1cc(S(=O)(=O)Nc2ccc(C(=O)NCC(=O)O)cc2)ccc1NC(C)=O,i,-26
CC(C)(C)C(=O)Nc1ccc2c(c1)OCCOCCOc1cc(NC(=O)C(C)(C)C)ccc1OCCOCCO2,-19%,-7
COc1ccc(C2=CSC3=NCCN23)cc1Cl,i,-11
Cc1ccccc1S(=O)(=O)NCC1CCCO1 (stereo not given),i,-4
NS(=O)(=O)c1ccc(N2CCN(CCOc3ccc(Cl)cc3)CC2)nc1,?,·
COc1ccc(-n2nnc3c(=O)n(CC(=O)OCc4ccccc4)cnc32)cc1,i,·
CCOC(=O)C1C(=O)C(C(=O)OCC)C(c2cccnc2)NC1c1cccnc1 (stereo not given),22%,-13
COc1ccc(C2/C=C\CN(CC3CC3)CC(=O)N2Cc2ccc(F)cc2)cc1 (stereo not given),12%,4
CCN(CC(=O)NC(=O)NCc1ccccc1)Cc1ccccc1,-15%,-1
N#CCCN(Cc1cccnc1)C(=S)NC(=O)c1ccc(S(=O)(=O)N2CCCC2)cc1,?,·
O=C(NCc1cccc(C(F)(F)F)c1)c1cc(Cl)cc(Cl)c1,-17%,-11
COc1ccc([C@@H]2Sc3ccccc3N(CCN(C)C)C(=O)[C@@H]2OC(C)=O)cc1,?,·
O=C1OC(Oc2ccccc2)(c2ccccc2)c2ccccc21 (stereo not given),-1%,-7
Nc1ccc(C(=O)N/N=C/c2cn(Cc3cccc(F)c3)c3ccccc23)cc1,?,·
O=Cc1c(Cl)cccc1Cl,?,·
CC1(C)Oc2ccc3ccc(=O)oc3c2C(/C=N/O)C1=O (stereo not given),?,·
COc1ccc(C(=O)Nc2cc(C(C)=O)c(/C=C/N(C)C)oc2=O)cc1,-20%,-4
COc1ccc2[nH]c3c(c2c1)CCN1C(=O)N([C@@H](C)C(=O)NC2CC2)C(=O)[C@]31C,?,·

# Sorted by the number under S3 lipid droplet cell count max (high to low): 3 of the compounds above
canonical_smiles	S3 lipid droplet cell count max
COc1ccc(C2/C=C\CN(CC3CC3)CC(=O)N2Cc2ccc(F)cc2)cc1 (stereo not given)	4
CCN(CC(=O)NC(=O)NCc1ccccc1)Cc1ccccc1	-1
O=C(NCc1cccc(C(F)(F)F)c1)c1cc(Cl)cc(Cl)c1	-11

# New compounds follow:
SMILES,S3 lipid droplet,S3 lipid droplet cell count max
CC(C)=NNc1nc(-c2ccc(N3C(=O)CCC3=O)cc2)cs1,-4%,2
CCOCCOC(=O)CCSc1n[nH]c(=O)[nH]c1=O,3%,4
CCCCN(C)CCC(=O)Nc1ccc(Cl)cc1,8%,-4
COCC(C)N=C1NN=C(c2cc(C)n(Cc3ccccc3Cl)c2C)CS1 (stereo not given),?,·
COC(=O)COc1ccc(S(=O)(=O)NC2CCCCCC2)cc1,-1%,-1
CNC(=S)Nc1ccc2nc(C)oc2c1,?,·
COC(=O)NCc1ccc(S(=O)(=O)N2CCOCC2)cc1,-6%,-7
Cc1cccc2cc(C#N)c(NCCNS(=O)(=O)c3ccccc3)nc12,-8%,9
COc1cc(/C=N/Nc2ccc(C(F)(F)F)cn2)cc(OC)c1O,?,·
COc1ccc(OC)c2sc(NC(=O)C3CC3)nc12,?,·
CN(C)C1=NC(=O)/C(=C/c2ccc(-c3ccc(S(N)(=O)=O)cc3)o2)S1,?,·
Cc1nccn1CCCNC(=O)CC1C(=O)NCCN1Cc1ccccc1C(F)(F)F (stereo not given),?,·
C=CC[n+]1c(-c2ccc(OCC)cc2)csc1NNC(=O)Nc1ccccc1,?,·
S=C(NCC1CCCO1)Nc1cccc(Cl)c1 (stereo not given),?,·
O=C(O)CCC(=O)NNc1ncnc2ccccc12,?,·
COc1cccc(/C=C/C(=O)NCc2cn3cc(Cl)ccc3n2)c1,i,·
CCOC(=O)NNC(=O)NCCCCCCNC(=O)NNC(=O)OCC,?,·
CNC(=S)NNC(=O)c1oc2nc(-c3ccccc3)cc(-c3ccco3)c2c1N,-15%,8
Cc1sc2nc(CSc3ccccc3)nc(N3CCC(C(N)=O)CC3)c2c1C,26%,·
COCCN(Cc1ccccc1)C(=O)c1cccc(S(=O)(=O)N2CCN(c3ccc(F)cc3)CC2)c1,23%,27
CC(C)N1C(=O)S/C(=C/c2ccccc2OCc2ccc(C(=O)O)cc2)C1=O,?,·
Cc1ccc(S(=O)(=O)NCCC(=O)NNC(=O)COc2ccccc2Cl)cc1C,?,·
O=C1c2ccccc2C(=O)C1c1ccnc2ccccc12,2%,-7
COc1cc(OC)cc(C(=O)NCc2ccc3c(c2)OCO3)c1,?,·
CCc1ccc(N2CC(C(=O)Nc3nccs3)CC2=O)cc1 (stereo not given),13%,-1
SMILES,S3 lipid droplet,S3 lipid droplet cell count max
COc1ccc(-c2c(C)nc3c(-c4ccccn4)cnn3c2N)cc1,-16%,-7
CC#CC(=O)N1CCCC(Cc2cccc(OC)c2)(C(=O)OCC)C1 (stereo not given),-15%,3
CNc1nc(-c2ccccc2)nc(-c2ccc(OC)cc2)c1C#N,15%,25
COc1cccc(OC)c1C(=O)Nn1c(-c2cccc(C)c2)nc2ccccc2c1=O,?,·
CCc1ccc(NC(=S)N(CCC(C)C)C2CCN(C(C)=O)CC2)cc1,?,·
Cc1c(OCC(=O)N2CCC(C(=O)O)CC2)ccc2c3c(c(=O)oc12)CCC3,28%,6
CN1N=C(C(C)(C)C)CSC1=Nc1ccccc1,?,·
O=C(N/N=C/c1cccs1)c1cccc(S(=O)(=O)Nc2ccc(Cl)cc2)c1,?,·
CC(=O)Nc1ccc(C(=O)N2CCCc3ccccc32)cc1,1%,16
O=C(COc1ccccc1)Nc1cc(Cl)ccc1Cl,26%,8
CCOC(=O)c1c(N)sc2c(O)c(Br)ccc12,?,·
O=C1c2cccc3c([N+](=O)[O-])ccc(c23)C(=O)N1c1nccs1,?,·
O=C(NNS(=O)(=O)c1ccccc1)C1CCN(S(=O)(=O)c2ccc(Cl)cc2)CC1,6%,2
COC(=O)c1ccc(NC(=S)NCC2CC2)cc1,-14%,3
Cc1ccc(NC(=O)C2C3C=CC4(CN(Cc5cccnc5)C(=O)C24)O3)cc1 (stereo not given),15%,8
COc1ccc(CCN2CC(C(=O)N(C)Cc3ccc(C)o3)CCC2=O)cc1 (stereo not given),-17%,·
CC(=O)Nc1cccc(NC(=O)Nc2ccc(F)cc2F)c1,3%,15
Cc1nnc(NC(=O)CSc2nnc(CCc3nc4ccccc4[nH]3)n2C)s1,?,·
O=C(c1ccco1)c1coc2c1cc(O)c1ccccc12,?,·
CCOc1ccc(C(C)=O)cc1COC(=O)c1cc([N+](=O)[O-])ccc1N1CCOCC1,19%,-11

# Another view of six compounds above:
structure | S3 lipid droplet | S3 lipid droplet cell count max
COc1ccc(-c2cc(C(F)(F)F)nc(SCCC(=O)N3CCCC3)n2)cc1 | ? | ·
Cc1cc(C)n2nc(C(=O)NCCc3ccccc3)nc2n1 | ? | ·
CC(C)(C)c1ccc(C(=O)NCCCNC(=O)c2ccccn2)cc1 | ? | ·
COc1cc(C(=O)NCCC2=CCCCC2)cc(OC)c1OC | ? | ·
CCOC(=O)NC(Nc1nnc(C)s1)(C(=O)OCC)C(F)(F)F (stereo not given) | ? | ·
CCN(CC)Cc1cc(O)c(CN(CC)CC)cc1O | 24%[9.22 µM] | -9

# Screens from PubChem.

# A portion of the library. The share of hits here may be higher or lower than overall.
